Source: PubChem (several laboratories)
West Nile virus CPE = West Nile virus antiviral activity, cell-based, CPE readout (AID 1621) | West Nile virus-infected cells, CPE inhibition; higher % means a stronger effect | CPE inhibition, % at 10 µM, or IC50 in µM where a hit was titrated | 0.02% of 290,000 active; in the data active = a potency from the dose series; note: strong numbers were not always called active
GPR55 LPI antagonism = inhibition of LPI-stimulated GPR55 beta-arrestin translocation – imaging, U2OS, beta-arrestin-GFP, LPI agonist, primary screen (AID 2013); U2OS GPR55 beta-arrestin-GFP translocation imaging, LPI antagonism; higher % means a stronger effect; inhibition, % at 10 µM, or IC50 in µM where a hit was titrated; 0.13% of 290,000 active;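 active = spots per cell inhibited over 60%, with over 100 cells counted and total cytoplasm intensity under 500,000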;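 note: U2OS cells stably carrying GPR55 and arrestin-GFP stimulated by 5 µM LPI near EC80; imaged beta-arrestin-GFP aggregate spots per cell after agonist stimulation; plate controls were LPI-stimulated DMSO wells for no effect and DMSO wells without LPI for full effect; some results filed as inactive read as strong as hits; confirmed hits need IC50 under 10 µM and bright autofluorescent wells are also inconclusive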
KOR beta-arrestin-1 = KOR antagonists, beta-arrestin recruitment, cell-based, luminescence, uHTS (AID 1778). inhibition, % at 10 µM, or IC50 in µM where a hit was titrated. KOR beta-arrestin recruitment, luminescence, antagonist mode; higher % means a stronger effect. 0.091% of 290,000 active; in the data active = inhibition above about 50%; note: strong numbers were not always called active
GPR55 activation = GPR55 agonists via beta-arrestin recruitment, primary screen, imaging, U2OS cells, beta-arrestin-GFP redistribution (AID 1961); U2OS GPR55 beta-arrestin-GFP redistribution imaging; higher % means a stronger effect; 0.048% of 290,000 active; activation, % at 10 µM; hits with a dose series show EC50 in µM;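 active = activation above 40% with more than 50 cells counted in the well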;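 note: U2OS osteosarcoma cells stably expressing GPR55 and beta-arrestin-GFP; plate controls were DMSO negative control for no effect and LPI positive control for full effect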
NTR1 ag = NTR1-driven beta-arrestin-GFP spot formation – imaging, U2OS cells, high content, primary screen (AID 493036); P30989; agonist mode; activation, % at 20 µM; 0.17% of 330,000 active;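 active = activation at or above 40% of the spot to cytoplasm intensity ratio, with at least 20 cells analyzed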;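 note: 0% = DMSO without peptide and 100% = 100 nM NTR1 peptide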
Target sequence (P30989 whole entry, looked up): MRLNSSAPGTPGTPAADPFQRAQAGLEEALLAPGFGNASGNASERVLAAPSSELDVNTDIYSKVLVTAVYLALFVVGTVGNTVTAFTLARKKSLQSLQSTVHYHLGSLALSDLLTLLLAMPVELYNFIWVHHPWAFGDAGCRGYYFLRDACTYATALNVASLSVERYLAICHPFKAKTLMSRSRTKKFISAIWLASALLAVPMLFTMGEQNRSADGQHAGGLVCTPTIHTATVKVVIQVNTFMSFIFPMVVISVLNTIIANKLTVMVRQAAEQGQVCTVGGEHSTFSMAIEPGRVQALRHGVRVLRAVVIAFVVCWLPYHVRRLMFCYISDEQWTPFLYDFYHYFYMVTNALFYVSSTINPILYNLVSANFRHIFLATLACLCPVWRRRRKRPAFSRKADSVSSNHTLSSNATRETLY
T cell modulator = modulates CD8 T cell binding to vesicles; 2C CD8+ T cell-vesicle binding, flow cytometry; stronger effect = lower value; calls only at 7 µM; 0.068% of 330,000 active;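 active = response, share of CD8 T cells binding vesicles, and their 90th percentile fluorescence all below set limits, cut at about 80% in these data, passing the limit was not always enough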
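Also added: QL9-peptide-loaded Drosophila micro-vesicles bearing Ld, ICAM-1 and B7-1; Test system: purified 2C TCR transgenic mouse naive CD8+ T cells; Measured by: cytometric PE anti-B7-1 and Alexa647 anti-CD8 signals after 1% paraformaldehyde fixation; Timing: binding step 1.5 h, 37 °C, antibody labelling 20 min, ice.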
KOR beta-arrestin-2 = KOR agonists, beta-arrestin recruitment, primary screen, cell-based, luminescence, uHTS (AID 1777); KOR beta-arrestin recruitment, luminescence; higher % means a stronger effect; activation, % at 10 µM; hits with a dose series show EC50 in µM; 0.02% of 280,000 active; in the data active = activation above about 50%, passing the limit was not always enough; note: a part of the inactive calls stands beside numbers as strong as those of hits
GPR35 antagonists = inhibition of zaprinast-stimulated GPR35 beta-arrestin translocation – imaging, U2OS, beta-arrestin-GFP, zaprinast agonist, primary screen (AID 2058); U2OS GPR35 beta-arrestin-GFP translocation imaging, zaprinast antagonism; higher % means a stronger effect; inhibition, % at 10 µM, or IC50 in µM where a hit was titrated; 0.052% of 290,000 active;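 active = inhibition of at least 50% with at least 30 cells and total cytoplasm GFP at most 10,000,000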
PhoP inhibition = inhibitors of PhoP regulon expression, primary screen, Salmonella Typhimurium, GFP reporter (AID 1863) | S. Typhimurium PhoP-regulated promoter GFP reporter, 4 h; higher % means a stronger effect | one-dose inhibition, % at 50 µM; IC50 in µM for titrated hits | 0.16% of 300,000 active;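 active = inhibition over 29.93%, a cutoff 3 SD above the screen mean, later confirmed by dose response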;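 note: 0% = low Mg2+ inducing control and 100% = high Mg2+ repressing control; strong numbers were not always called active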
T cell modulator vesicle-bound % = second read-out of T cell modulator, no call of its own (marks repeat the call); double positive events, %; measured here: CD8+ vesicle-bound cell fraction;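 binding gate set so that unloaded-vesicle control wells show 10% double positive cells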
NTR1 ag cell count 20 µM = further read-out of NTR1 ag, marked with its call; cell count; measured here: cell count, cytotoxicity flag
Active calls of the source: *; i = inactive; . = not tested or not shown; [ ] = dose if it differs, or a comment.

SMILES | West Nile virus CPE | GPR55 LPI antagonism | KOR beta-arrestin-1 | GPR55 activation | NTR1 ag | NTR1 ag cell count 20 µM | T cell modulator | T cell modulator vesicle-bound % | KOR beta-arrestin-2 | GPR35 antagonists | PhoP inhibition
CN(CC(=O)N1CCCCCC1)S(=O)(=O)c1ccc(F)cc1 | 1.1% | -3% | -14%[20 µM] | -0.1% | -0.1 | 19 | i | 53 | . | 7% | 2%
COc1cccc(-c2nc(CS(=O)(=O)CC(=O)Nc3cc(F)ccc3F)c(C)o2)c1 | 0.0% | 6% | -42% | 0.0% | 1.4 | 73 | i | 6 | 7.0% | 20% | 5%
Cc1nnc(SCC(=O)OC2CC(C)CCC2C(C)C)[nH]c1=O (centres undefined) | 0.3% | 3% | 9% | -0.1% | 1.4 | 91 | i | 19 | . | -7% | -4%
COc1ccccc1N(Cc1cc(=O)[nH]c2ccccc12)C(=O)C(C)C | -0.2% | 10% | -7% | 0.6% | -0.6 | 95 | i | 24 | 3.8% | 16% | -9%
O=C(NCc1cccnc1)/C(=C\c1ccc(-c2ccc(Cl)c(Cl)c2)o1)S(=O)(=O)c1ccccc1 | -1.4% | 21% | 7% | 1.6µM* | . | . | i | 33 | 0.6% | -4% | 19%
Cc1ccc(NC(=O)Cn2c(O)c(N=NC(=O)c3cc4ccccc4cc3O)c3ccccc32)cc1 | 0.0% | 8% | 10% | -0.3% | . | . | i | 48 | 3.7% | 1% | 5%
CCOC(=O)c1nc2c(ccc3ccccc32)cc1C | -0.1% | 3% | 36% | -0.1% | 3.6 | 42 | i | 34 | 1.9% | -10% | -3%
c1ccc(-c2cc3c(NCC4COc5ccccc5O4)ncnc3s2)cc1 (centres undefined) | -0.1% | 17% | -2% | -0.3% | 14 | 81 | i | 34 | 21% | -10% | 20%
C=CCNCC(O)COc1ccc(C(C)=O)cc1OC (centres undefined) | -0.3% | -6% | -17% | -0.3% | -0.6 | 68 | i | 32 | 3.5% | 0% | -5%
CC(=O)Nc1ccc(S(=O)(=O)N2CCC(n3cnc4cc(F)ccc43)CC2)cc1 | -0.7% | 4% | 29% | 0.3% | -1.2 | 87 | i | 32 | -3.1% | 8% | 31%
O=[N+]([O-])c1cc(S(=O)(=O)N2CCCCCC2)ccc1F | 0.2% | 43% | -27% | 6.9% | . | . | i | 40 | -7.3% | 47% | 17%
Fc1ccc(C2CCCN2Cc2nc(Cc3ccccc3F)no2)cc1 (centres undefined) | -1.4% | 8% | 24%[20 µM] | -0.1% | -0.8 | 48 | i | 30 | . | 15% | 2%
NCCCCCC(=O)Nc1ccncc1 | 0.2% | 6% | 5% | -0.1% | -0.2 | 54 | i | 35 | 8.9% | -6% | -2%
Cc1ccc(Cl)cc1NC(=S)N(Cc1cccnc1)Cc1ccccc1Cl | -1.0% | 14% | -39% | -0.1% | 1.4 | 61 | i | 42 | 4.4% | -10% | -1%
Cc1cc(C)c(C)c(S(=O)(=O)Nc2ccccc2C(=O)O)c1C | 1.0% | 6% | 35% | 0.2% | 1.6 | 55 | i | 46 | 9.1% | -1% | -7%
O=C(Cn1nnc(-c2cccc(C(F)(F)F)c2)n1)NC1CCCC1 | -0.4% | 11% | -5% | -0.2% | 1.5 | 51 | i | 28 | 3.9% | -5% | 13%
CN(C)CCNc1oc(-c2ccccc2F)nc1C#N | -0.2% | 4% | 2% | 0.2% | 2.6 | 51 | i | 46 | -3.1% | 4% | 3%
Cc1cc(C)cc(NC(=O)N2CCCN(c3ncccc3[N+](=O)[O-])CC2)c1 | -0.3% | 13% | 10% | -0.2% | 0.5 | 57 | i | 50 | -5.9% | 4% | 1%
Cc1cc(C)nc(NC(=NCc2ccc3c(c2)OCO3)NC(=O)Nc2ccccc2)n1 | -0.6% | 6% | -4% | 0.0% | 3.6 | 59 | i | 41 | -1.2% | 7% | -6%
CCOC(=O)c1[nH]c2ccc(OC)cc2c1NC(=S)N1CCN(c2ccccc2)CC1 | -0.8% | -12% | -35% | 0.5% | 2.2 | 38 | i | 44 | -1.7% | -14% | 0%
COc1ccc(-n2c(C)nnc2SCC(=O)N2CCOCC2)cc1 | 0.4% | 5% | -29% | 0.3% | -1.1 | 62 | i | 43 | 6.1% | -1% | -3%
Cc1ccc(N2C(=O)C(c3c(C)[nH]n(-c4ccccc4)c3=O)(C(F)(F)F)C3=C2CC(C)(C)CC3=O)cc1 (centres undefined) | 0.1% | -2% | 17% | -0.2% | 1.2 | 32 | i | 40 | -2.8% | 11% | 29%
CCOC(=O)Cc1csc(NC(=O)Cn2cnc3c2c(=O)n(C)c(=O)n3C)n1 | -0.3% | 1% | . | 0.2% | 0.9 | 42 | i | 11 | . | -8% | 5%
CCOc1cc(C2Nc3ccccc3C(=O)N2c2ccccc2OC)ccc1O (centres undefined) | 0.7% | -4% | 13% | 0.3% | -1.1 | 79 | i | 23 | 0.5% | -4% | -1%
CCOC(=O)N1CC=C2C(C#N)=C(N)C(C#N)(C#N)[C@H](c3cccs3)[C@H]2C1 | 0.3% | 1% | 5% | 0.1% | 1.2 | 71 | i | 46 | -0.1% | -1% | -6%
Cc1cc(Cl)ccc1OCCCC(=O)N/N=C/c1cccc([N+](=O)[O-])c1 | -0.6% | 4% | -17% | -0.2% | 23 | 36 | i | 18 | 1.9% | 17% | -10%
CCN1C(=O)/C(=C2\SC(=S)N(NC(=O)c3ccccc3O)C2=O)c2ccccc21 | 0.4% | 4% | 13% | -0.1% | 2.2 | 48 | i | 12 | 4.4% | 1% | -6%
CC(C)(C)NC(=O)COC(=O)c1ccccc1NC(=O)c1ccco1 | 0.4% | -4% | 8% | 0.2% | -0.5 | 37 | i | 24 | -0.7% | -6% | -5%
CCOC(=O)c1cccc(OCC(O)CNCCOc2ccccc2F)c1 (centres undefined) | -0.9% | 10% | -24% | -0.2% | -1.0 | 43 | i | 29 | -1.8% | -3% | 9%
Cc1ccc(C(=O)N2CCCC(c3ccc(Cl)cc3)=N2)cc1 | -0.1% | 4% | -12% | -0.6% | 18 | 106 | i | 45 | 1.2% | 12% | -2%
O=C(CSc1nc(-c2ccc(F)cc2)nc2ccc(F)cc12)Nc1cccc(C(=O)O)c1 | -0.1% | -5% | -44% | -0.2% | 3.9 | 37 | i | 10 | 0.8% | -9% | 9%
CC(C)(C)C(=O)N1CCN(c2nc3ccc(Cl)cc3s2)CC1 | -1.4% | 2% | 22% | 0.0% | -0.4 | 86 | i | 47 | -0.6% | -8% | -6%
CCN(C(=O)COC(=O)c1cc(-c2cccc3ccccc23)nc2ccccc12)C1CCS(=O)(=O)C1 (centres undefined) | -1.0% | -4% | 35% | -0.2% | -0.1 | 61 | i | 32 | 0.9% | 2% | -9%
C/C=C\C(=O)Nc1cccc(C2=NOC3(C2)C[C@@H](C(N)=O)N(C(=O)c2ccc(OC)cc2)C3)c1 (some centres undefined) | -0.4% | 12% | 29% | -0.2% | -0.9 | 94 | i | 18 | -2.9% | -12% | -4%
CCc1ccc(CNC(=O)C2CCC(=O)N2C2CCCCC2)cc1 (centres undefined) | -0.5% | 1% | -10% | -0.1% | -0.4 | 68 | i | 33 | -1.7% | -8% | -2%
COc1cc(Br)c(C(C)NC(=O)c2ccccc2)cc1OC (centres undefined) | 0.0% | 5% | -10% | -0.1% | 0.2 | 60 | i | 44 | -2.9% | -3% | 18%
COCCNC(=O)CN1C(=O)NC2(CCCc3cc(OC)ccc32)C1=O (centres undefined) | -0.1% | -8% | -6% | 0.6% | -2.1 | 79 | i | 47 | -2.5% | 0% | 0%
Cc1ccc2nc3c(cc(C(=O)NCc4cccnc4)c(=N)n3C(C)C)c(=O)n2c1 | . | 3% | 17% | 0.1% | . | . | . | . | 0.5% | -10% | .
CC1CN(C(=O)c2ccc(COc3ccccc3Cl)o2)CC(C)O1 (centres undefined) | -0.3% | -5% | -18% | -0.1% | -0.4 | 40 | i | 17 | 5.9% | -6% | 8%
CCOc1ccc(NC(=O)c2cnsn2)cc1 | -0.2% | 10% | 8% | -0.3% | -3.0 | 88 | i | 36 | -4.1% | -5% | 18%
N#Cc1c(N)n(Cc2ccccc2)c(=O)c2cc([N+](=O)[O-])ccc12 | 0.0% | 8% | 14% | -0.2% | 2.1 | 88 | i | 7 | 1.4% | -5% | 15%
O=C(COC(=O)c1ccc(F)c(S(=O)(=O)N2CCOCC2)c1)NCc1ccco1 | -0.1% | 1% | -2% | -0.1% | -0.7 | 69 | i | 27 | 2.4% | 17% | 0%
CC1CN(S(=O)(=O)c2ccc(CN3C(=O)c4cccnc4C3=O)s2)c2ccccc2O1 (centres undefined) | 0.8% | -10% | -36% | 0.4% | -0.1 | 59 | i | 8 | 4.8% | -12% | 0%
O=C(c1sc2cccc(F)c2c1Cl)N1CCN(c2ncccn2)CC1 | -0.9% | -2% | 9% | 0.7% | 1.5 | 71 | i | 27 | 3.0% | -4% | 1%
Nc1ccccc1-c1nc2ccccc2[nH]1 | 0.3% | 1% | 13% | -0.1% | 1.1 | 78 | i | 51 | 1.8% | -8% | 4%
O=C(Nc1ccccc1Cl)N1CCCN(c2nc(-c3ccccc3)ns2)CC1 | -1.1% | -8% | 16% | 0.1% | 2.0 | 52 | i | 16 | -3.3% | -1% | -9%
O=C(/C=C/c1ccco1)c1ccc(O)cc1 | 0.0% | 3% | 10% | 0.2% | -1.7 | 92 | i | 59 | -4.1% | -11% | 7%
CCn1c(SCC(=O)NC(C)(C)C)nnc1-c1ccncc1 | 0.1% | 6% | -12%[20 µM] | 0.2% | 0.7 | 21 | i | 32 | . | 16% | -8%
CC1=C(C(=O)OCc2ccccc2)C(c2ccccc2Cl)NC(=O)N1CCCC(=O)O (centres undefined) | 0.1% | 4% | 5%[20 µM] | -0.2% | 1.8 | 44 | i | 6 | -7.4% | 12% | .
